# XIAP displacement: XIAP antagonists, biochemical, IAP family, fluorescence polarization (AID 1018) | XIAP BIR domain, fluorescence polarization peptide displacement; higher % means a stronger effect | displacement, % at 20 µM; hits with a dose series show IC50 in µM | actives 0.007% (n = 200,000); in the data active means displacement above about 50%; further: a part of the inactive calls stands beside numbers as strong as those of hits
# TNAP activation fold: human TNAP enzyme activators, primary screen, biochemical, luminescent, no phosphate acceptor, uHTS (AID 1001). purified TNAP, luminescent activation assay, no phosphate acceptor; higher activation fold means a stronger effect. activation fold at 20 µM; hits with a dose series show EC50 in µM. actives 0.03% (n = 200,000); in the data active means activation fold from about 3, or a potency from the dose series; inactive means the rest, 99 in 100 with activation fold below about 1.6; further: many of its hits are not listed in these tables
# Siah-1 displacement: blockers of Siah-1 interaction with plectin peptide – biochemical, fluorescence polarization, rhodamine-plectin, uHTS, primary screen (AID 1817). Siah-1 / rhodamine-plectin peptide fluorescence polarization; higher % means a stronger effect. actives 0.02% (n = 290,000). displacement, % at 20 µM, or IC50 in µM where a hit was titrated;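 active means displacement of at least 50% at 20 µM, with a fluorescence ratio check between 0.3 and a set limit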;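 further: plate controls were Siah plus tracer with DMSO for no effect and tracer alone without Siah for full effect; strong numbers were not always called active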
# M1AAP inhibition: P. falciparum M1AAP inhibitors, biochemical, fluorogenic H-Leu-NHMec substrate, 1536-well (AID 1445); actives 0.42% (n = 220,000); recombinant M1AAP, H-Leu-NHMec fluorogenic kinetic assay; higher % means a stronger effect; inhibition, % at 30 µM, or IC50 in µM where a hit was titrated;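 active means primary inhibition above the hit cutoff, then over 50% inhibition at one or more dose response concentrations, cut at about 23% in these data, passing the limit was not always enough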;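 further: plate controls were DMSO full reaction for no effect and no enzyme background for full effect; strong numbers were not always called active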
# PMI inhibition: MPI inhibition at elevated mannose 6-phosphate – biochemical, fluorescence intensity, high mannose 6-phosphate, primary screen (AID 1220). actives 0.66% (n = 190,000). recombinant PMI enzyme, coupled fluorescence intensity; higher % means a stronger effect. inhibition, % at 20 µM; hits with a dose series show IC50 in µM
# Lipid droplet: hepatic lipid droplet formation modulation; AID 1656; actives 0.4% (n = 240,000); inhibition, % at 6.5 µM; AML12 mouse hepatocytes, oleate lipid droplets, BODIPY imaging;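 active means lipid droplet intensity inhibited by at least 50%, with more than 500 cells counted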
#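 Material – mouse AML12 hepatocyte cell line, fixed after treatment · Compound dosing – one dose, 6.5 µM compound · Times – compound with oleate, overnight · Measured by – Image-based BODIPY and DAPI two-channel analysis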
# UTI89 phage lysis: inhibition of K1F phage lysis, E. coli UTI89, bacterial capsule biogenesis inhibitors, alamar blue (AID 488966). E. coli UTI89 K1F phage lysis, alamar blue, 2 h; higher % means a stronger effect. inhibition, % at 100 µM; hits with a dose series show IC50 in µM. actives 0.02% (n = 340,000);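 active means phage lysis inhibition, versus mean bacterial control, above a set limit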;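 further: capsule biogenesis inhibitors block K1F phage lysis so surviving cells raise fluorescence; higher fluorescence means more inhibition of phage lysis; actives were called in the ten point dose series up to 300 µM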
# human PMI inhibition: MPI enzyme activity inhibition – biochemical, fluorescence intensity, coupled assay, primary screen (AID 1209). inhibition, % at 20 µM, or IC50 in µM where a hit was titrated. purified PMI enzyme, coupled fluorescence intensity; higher % means a stronger effect. actives 0.42% (n = 190,000);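 further: plate controls were DMSO vehicle for no effect and wells lacking substrate for full effect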
# P. falciparum M17LAP: P. falciparum M17LAP inhibitors, primary screen, biochemical, fluorogenic H-Leu-NHMec substrate, 1536-well (AID 1619); recombinant M17LAP, H-Leu-NHMec fluorogenic kinetic assay; higher % means a stronger effect; inhibition, % at 30 µM, or IC50 in µM where a hit was titrated; actives 0.38% (n = 220,000);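 active means compound inhibiting the enzyme by more than half at any dose during confirmatory dose-response retesting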;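 further: plate controls were full reaction with DMSO carrier for no effect and no enzyme background for full effect; strong numbers were not always called active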
# Lipid droplet cells 6.5 µM: recorded beside Lipid droplet, whose call it bears; cell count; measured here: cell count, cytotoxicity flag;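 cells counted across two imaged fields per well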
# * marks the source's active call; other numbers are inactive results; . = no result given; [ ] = dose if it differs, or a comment. Unless noted, no stated cut-off is given here; in the data, active means inhibition above about 50%; inactive means the rest.
1: CCN(CC)C(=O)CN(c1ccc(Cl)cc1)S(=O)(=O)c1ccccc1
2: COc1cc(C(=O)OCC2CC(c3ccccc3)=NO2)cc(OC)c1OC (stereo not given)
3: COc1ccc(-n2c(C)c([N+](=O)[O-])c3ccc(O)c(CN4CCCCC4)c32)cc1
4: Cc1cc(C)c2nc(C(F)(F)F)nc(NCCCN3CCOCC3)c2c1
5: O=C(/C=C/c1ccco1)Oc1ccc(C(=S)N2CCOCC2)cc1
6: CC(C)(C)OC(=O)N1CCC[C@H]1c1nnc(SCc2cccc(Cl)c2)o1

assay / compound	1	2	3	4	5	6
XIAP displacement	-0.8%	-7.8%	-0.7%	-2.9%	-7.5%	.
TNAP activation fold	1	1.1	1.1	1.1	1.1	.
Siah-1 displacement	-2%	2%	-4%	-5%	0%	16%
M1AAP inhibition	0%	-2%	15%	6%	6%	5%
PMI inhibition	-6%	9%	4%	6%	0%	.
Lipid droplet	-22	-10	.	-1	-2	-15
Lipid droplet cells 6.5 µM	735	700	.	710	752	756
UTI89 phage lysis	0.0%	-0.9%[50 µM]	0.1%	-0.1%	0.1%	-0.5%
human PMI inhibition	-2%	2%	6%	8%	3%	.
P. falciparum M17LAP	5%	-7%	0%	-5%	-5%	4%

7: CC1CCCCC1NC(=O)COC(=O)c1cc(=O)c2ccccc2o1 (stereo not given)
8: O=C(Nc1nnc(C(F)(F)F)s1)C1COc2ccccc2O1 (stereo not given)
9: CSc1c(SCc2ccccc2)cnn(Cc2ccccc2)c1=O
10: O=c1cc(-c2ccccc2)nc(SCc2ccccc2)[nH]1
11: CN(C)Cc1c(-c2ccc(Cl)cc2)nc2ccccn12
12: OCCNCCCCCOc1ccc(F)cc1

assay / compound	7	8	9	10	11	12
XIAP displacement	-2.4%	-2.8%	-4.4%	-0.9%	-2.3%	-0.6%
TNAP activation fold	1.1	1.1	1	1.1	1	1.1
Siah-1 displacement	-5%	-2%	-11%	1%	-3%	5%
M1AAP inhibition	2%	2%	14%	4%	-3%	-1%
PMI inhibition	7%	-6%	-140%	11%	-5%	-2%
Lipid droplet	3	-8	-17	-16	15	.
Lipid droplet cells 6.5 µM	727	758	656	618	664	.
UTI89 phage lysis	0.0%	-6.1%	0.1%	3.4%[50 µM]	-0.2%	3.0%
human PMI inhibition	2%	-2%	-51%	11%	-8%	-2%
P. falciparum M17LAP	-8%	51%	3%	2%	-5%	-7%

13: CCCC(=O)c1c(NC)cc(C)oc1=O
14: CCOC(=O)C1=C(O)C(=O)N(Cc2ccc(C(C)(C)C)cc2)CC1
15: CC(CN1C(C)CCCC1C)OC(=O)c1ccc(Cl)cc1Cl (stereo not given)
16: Cc1ccc(NC(=O)Cn2c(-c3ccc(F)cc3)cnc2SCC(=O)Nc2c(C)cccc2C)cc1
17: O=C1c2sc3nc4c(c(=O)n3c2C(=O)N1c1ccccc1)CCC4
18: Cc1ccc(NC(=O)c2cc(-c3cccs3)nc3ccccc23)nc1

assay / compound	13	14	15	16	17	18
XIAP displacement	-1.8%	2.7%	-5.4%	-14%	-0.7%	.
TNAP activation fold	1.1	1.1	1.1	1.2	1.1	.
Siah-1 displacement	-3%	-4%	19%	6%	-3%	3%
M1AAP inhibition	4%	9%	-2%	1%	5%	6%
PMI inhibition	-4%	2%	-9%	7%	1%	.
Lipid droplet	.	-5	14	14	.	-11
Lipid droplet cells 6.5 µM	.	691	706	528	.	697
UTI89 phage lysis	0.2%	0.1%	0.4%	4.5%	0.9%	2.5%[50 µM]
human PMI inhibition	-4%	4%	-22%	12%	4%	.
P. falciparum M17LAP	3%	6%	-1%	6%	12%	-10%

19: Cc1ccc(-n2ncc(N(C)C)c(Cl)c2=O)cc1
20: CSc1nnc(C(C)(C)C)c(=O)n1/N=C/c1ccccc1O
21: Cc1nn(C)c(-c2n[nH]c(=S)n2Cc2ccco2)c1Cl
22: CS(=O)(=O)N(CC(=O)NCc1cccnc1)Cc1ccc(Cl)cc1
23: Cc1ccccc1NC(=O)c1cc(S(=O)(=O)N2CCOCC2)ccc1F
24: COc1ccc(CN(CCC(c2ccc(F)cc2)C2CCOC(C)(C)C2)C(=O)c2ccco2)cc1 (stereo not given)

assay / compound	19	20	21	22	23	24
XIAP displacement	-2.0%	.	0.8%	-4.5%	-3.2%	-5.6%
TNAP activation fold	1.1	.	1.1	1	1.1	1
Siah-1 displacement	6%	12%	11%	-1%	-1%	1%
M1AAP inhibition	-2%	3%	5%	-2%	1%	-6%
PMI inhibition	-3%	.	2%	4%	-5%	16%
Lipid droplet	.	8	35	-14	.	-10
Lipid droplet cells 6.5 µM	.	704	698	688	.	618
UTI89 phage lysis	-0.1%	0.4%	1.4%[50 µM]	0.0%	1.0%	-1.4%
human PMI inhibition	1%	.	2%	6%	-4%	15%
P. falciparum M17LAP	14%	-4%	3%	1%	1%	-13%

25: Cc1cc(C(=O)NCc2ccccc2F)cs1
26: COc1ccc(OC)c(/C=N/NC(=O)CNC(=O)c2ccc(S(=O)(=O)N3CCOCC3)cc2)c1
27: Cc1sc(NC(=O)c2cccs2)nc1-c1ccccc1
28: O=C(O)c1ccccc1C(=O)c1ccc(N2CCOCC2)c([N+](=O)[O-])c1
29: COc1ccc(-c2cc(C(=O)NCc3ccccc3)no2)cc1OC
30: CN(C)c1ccc(CN2CCC(C(N)=O)CC2)cc1

assay / compound	25	26	27	28	29	30
XIAP displacement	-9.6%	1.5%	-2.0%	-2.1%	-3.4%	-3.3%
TNAP activation fold	1	1.2	1.1	1	1.1	1.1
Siah-1 displacement	-3%	-5%	4%	0%	-2%	9%
M1AAP inhibition	3%	3%	6%	14%	-1%	0%
PMI inhibition	-8%	-1%	10%	-6%	5%	13%
Lipid droplet	-2	6	.	13	.	5
Lipid droplet cells 6.5 µM	682	615	.	663	.	702
UTI89 phage lysis	1.4%	3.5%	-0.3%	-0.2%	0.7%	-2.0%
human PMI inhibition	-4%	2%	11%	-11%	3%	20%
P. falciparum M17LAP	-5%	-4%	1%	5%	-1%	0%

31: CN(C)c1[nH]c(=O)c(C#N)c2c1CCN2Cc1ccccc1
32: O=C(Cc1ccccc1)NNC(=O)c1ccc(NC(=O)c2ccccc2)cc1
33: CC1Cc2ccccc2N1C(=O)c1ccc2c(c1)nnn2C (stereo not given)
34: CC(=O)c1cccc(NC(=O)COC(=O)c2cccc(N3C(=O)c4ccccc4C3=O)c2)c1
35: COC(=O)c1ccc(COC(=O)c2ccc(SC)cc2OC)cc1
36: Cc1ccc(-c2nc(-c3cccnc3)no2)c(C)c1

assay / compound	31	32	33	34	35	36
XIAP displacement	-8.2%	-4.4%	-2.6%	-9.4%	-2.3%	-4.2%
TNAP activation fold	1.1	1.3	1.1	1.1	1.1	1
Siah-1 displacement	-1%	25%	4%	4%	0%	2%
M1AAP inhibition	18%	-2%	1%	2%	-2%	2%
PMI inhibition	13%	7%	-5%	6%	9%	0%
Lipid droplet	.	12	-2	-9	-9	0
Lipid droplet cells 6.5 µM	.	697	761	658	702	758
UTI89 phage lysis	0.1%	0.4%	0.8%	0.0%	0.1%	2.5%
human PMI inhibition	8%	3%	2%	21%	10%	1%
P. falciparum M17LAP	14%	-2%	2%	7%	13%	16%

37: COc1cc(/C=C/C(=O)c2ccc(C)cc2)ccc1OCC#N
38: COc1ccc(NC(=S)N(CCc2ccc(OC)c(OC)c2)Cc2ccccn2)cc1
39: Cc1cc(=O)oc2ccc(OCC(=O)N3CCc4ccccc43)cc12
40: CCOc1ccc(NC(=S)Nc2cc(C)[nH]n2)cc1
41: Cc1cc(C)cc(OC(=O)CS(=O)c2ccc(C(F)(F)F)cc2[N+](=O)[O-])c1 (stereo not given)
42: COc1ccc(NC(=O)N2CCN(c3ccc([N+](=O)[O-])cc3)CC2)cc1OC

assay / compound	37	38	39	40	41	42
XIAP displacement	-16%	-8.9%	-2.0%	-4.6%	-1.9%	-0.6%
TNAP activation fold	1	1.1	1.1	1.2	1.2	1
Siah-1 displacement	10%	4%	-1%	0%	0%	-3%
M1AAP inhibition	2%	1%	11%	11%	4%	5%
PMI inhibition	8%	17%	4%	42%	2%	43%
Lipid droplet	4	2	.	.	.	9
Lipid droplet cells 6.5 µM	564	714	.	.	.	652
UTI89 phage lysis	1.8%[50 µM]	0.1%	-0.4%	0.3%	-0.2%	1.1%
human PMI inhibition	21%	8%	-4%	9.4µM*	9%	12%
P. falciparum M17LAP	-7%	3%	9%	-1%	5%	-1%

43: COc1ccc(C2CC(c3ccccc3)Nc3ncnn32)cc1 (stereo not given)
44: CN(C)S(=O)(=O)c1ccc(NC(=O)N2CCN(c3cccc(C(F)(F)F)c3)CC2)cc1
45: Cc1ccc(-n2nc(-c3cccnc3)cc2C(=O)N2CCOCC2)c(C)c1
46: O=C(c1ccc(Cl)c(Cl)c1)N1CCOCC1
47: NC(=O)c1ccc(NCCc2ccccc2)c([N+](=O)[O-])c1
48: Cc1ccc(C)c(Cn2c(=O)n(CCC(=O)NCc3ccco3)c(=O)c3ccccc32)c1

assay / compound	43	44	45	46	47	48
XIAP displacement	0.2%	-5.2%	-5.9%	-5.1%	-0.8%	-7.0%
TNAP activation fold	1.1	1.1	1.1	1.1	1	1.1
Siah-1 displacement	2%	-1%	6%	3%	-5%	0%
M1AAP inhibition	-1%	7%	1%	10%	5%	4%
PMI inhibition	-3%	17%	-6%	1%	4%	5%
Lipid droplet	9	-7	-8	0	1	0
Lipid droplet cells 6.5 µM	679	468	724	772	703	597
UTI89 phage lysis	3.0%	-0.1%	0.6%	0.5%	-0.4%	0.4%
human PMI inhibition	-2%	19%	-1%	2%	2%	6%
P. falciparum M17LAP	-21%	-5%	-12%	3%	-1%	-9%

49: O=C(NCCN1CCOCC1)c1ccc(CSc2nc3ccncc3n2Cc2ccc(F)cc2)cc1
50: FC(F)Oc1ccc(-c2c[n+]3c(n2-c2ccccc2)CCCCC3)cc1
51: CCCCCOc1ccc(C(=O)N(Cc2ccco2)C2CCS(=O)(=O)C2)cc1 (stereo not given)
52: COc1cc(OC)c(NC(=O)c2ccco2)cc1Cl

assay / compound	49	50	51	52
XIAP displacement	-4.8%	.	-5.2%	-3.6%
TNAP activation fold	1.1	.	1	1.1
Siah-1 displacement	-1%	2%	-1%	0%
M1AAP inhibition	1%	0%	1%	4%
PMI inhibition	1%	.	-2%	8%
Lipid droplet	7	2	.	-3
Lipid droplet cells 6.5 µM	730	700	.	791
UTI89 phage lysis	-0.4%	-0.6%	-0.1%	1.8%
human PMI inhibition	-1%	.	2%	13%
P. falciparum M17LAP	4%	0%	1%	-5%

# Screening results: PubChem, several laboratories
